Jurkat NFkB inh: inhibitors of induced NF-kB luciferase reporter, primary screen, TCR NF-kB activation inhibitor project, cell-based, luminescence, uHTS; Jurkat, PMA/ionomycin-induced NF-kB luciferase reporter; inhibition, % at 4 µM; 0.53% of 330,000 active; AID 435003, 2010; in the data active means inhibition above about 50%
UBC13 polyUb: UBC13 polyubiquitin chain formation inhibitors, primary screen, biochemical, TR-FRET, uHTS; 0.47% of 330,000 active; inhibition, % at 20 µM; Ubiquitin-conjugating enzyme E2 N (Homo sapiens), P61088; in the data active means inhibition above about 45%, passing the limit was not always enough
Target sequence (P61088 whole entry, looked up): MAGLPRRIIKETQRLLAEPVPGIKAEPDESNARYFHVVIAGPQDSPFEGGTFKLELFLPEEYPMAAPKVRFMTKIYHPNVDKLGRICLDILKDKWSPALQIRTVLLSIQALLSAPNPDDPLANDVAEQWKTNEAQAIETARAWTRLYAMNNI
CCR6 antag: CCR6 receptor antagonists, primary screen, cell-based, CHO-K1, luminescence, beta-arrestin, uHTS; C-C chemokine receptor type 6 (Homo sapiens), P51684; CHO-K1 CCR6 PathHunter beta-arrestin, CCL20-stimulated; 0.49% of 340,000 active; inhibition, % at 20 µM;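 active means compounds whose inhibition of the agonist-driven luminescence signal at 20 µM reaches about 50%, limit read from the data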;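 further: cells stimulated with CCL20 at 14 nM final; plate controls were DMSO with CCL20 for no effect and DMSO without agonist for full effect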
697 NFkB inh: inhibitors of PMA/ionomycin-induced NF-kB reporter, 697 cells, primary screen, B-cell NF-kB inhibitor project, cell-based, luminescence, uHTS. 0.33% of 330,000 active. 697 B-cell NF-kB luciferase reporter, 16 h. inhibition, % at 4 µM; in the data active means inhibition above about 35%
Gli-Sufu block: Gli-Sufu pathway antagonists, primary screen, luciferase luminescence, Sufu-KO-LIGHT cells, uHTS; Sufu-KO-LIGHT fibroblasts, Gli luciferase reporter luminescence; inhibition, % at 5 µM; 0.74% of 340,000 active;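 active means inhibition above about 55%, limit read from the data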;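 further: 0% = DMSO-treated cells and 100% = wells with medium but no cells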
CXCR6 inh: CXCR6 receptor inhibitors, primary screen, cell-based, beta-arrestin, luminescence, CHO-K1 PathHunter, 1536-well; C-X-C chemokine receptor type 6 (Homo sapiens), O00574; 0.36% of 360,000 active; inhibition, % at 20 µM; in the data active means inhibition above about 34%, passing the limit was not always enough;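 further: antagonist mode with CXCL16 agonist at 10 nM final; 0% = 10 nM CXCL16 with DMSO and 100% = unstimulated wells without agonist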
Target sequence (O00574 whole entry, looked up): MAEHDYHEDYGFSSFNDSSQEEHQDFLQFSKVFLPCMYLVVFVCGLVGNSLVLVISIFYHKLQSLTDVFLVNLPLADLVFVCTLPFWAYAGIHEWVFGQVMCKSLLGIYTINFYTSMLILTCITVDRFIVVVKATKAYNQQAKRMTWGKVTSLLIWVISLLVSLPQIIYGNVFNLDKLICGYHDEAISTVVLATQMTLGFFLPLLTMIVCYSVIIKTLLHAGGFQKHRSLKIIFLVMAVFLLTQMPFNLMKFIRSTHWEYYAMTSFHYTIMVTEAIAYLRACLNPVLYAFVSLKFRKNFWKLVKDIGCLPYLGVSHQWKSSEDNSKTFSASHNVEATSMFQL
EBI2 antag: EBI2 receptor antagonists, beta-arrestin recruitment, primary screen, cell-based, luminescence, 7a,25-OHC stimulation, uHTS; 7a,25-OHC stimulated; 0.81% of 360,000 active; inhibition, % at 5 µM; G-protein coupled receptor 183 (Homo sapiens), P32249; in the data active means inhibition above about 38%;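 further: enzyme fragment complementation signal reports receptor beta-arrestin coupling in cells; 0% = agonist plus DMSO wells and 100% = wells without agonist; some results beyond the cut were filed as inactive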
APJ antag: antagonists of human apelin receptor APJ, primary screen, CHO-K1 cells, beta-arrestin complementation, luminescence. inhibition, % at 20 µM. 0.32% of 330,000 active. AID 2521, 2010;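 active means inhibition above about 40% at 20 µM, limit read from the data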;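 further: cells challenged with 10 nM apelin-13 agonist together with compound; plate controls were apelin-13 plus DMSO wells for no effect and DMSO wells lacking apelin-13 for full effect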
Target sequence (P35414 whole entry, looked up): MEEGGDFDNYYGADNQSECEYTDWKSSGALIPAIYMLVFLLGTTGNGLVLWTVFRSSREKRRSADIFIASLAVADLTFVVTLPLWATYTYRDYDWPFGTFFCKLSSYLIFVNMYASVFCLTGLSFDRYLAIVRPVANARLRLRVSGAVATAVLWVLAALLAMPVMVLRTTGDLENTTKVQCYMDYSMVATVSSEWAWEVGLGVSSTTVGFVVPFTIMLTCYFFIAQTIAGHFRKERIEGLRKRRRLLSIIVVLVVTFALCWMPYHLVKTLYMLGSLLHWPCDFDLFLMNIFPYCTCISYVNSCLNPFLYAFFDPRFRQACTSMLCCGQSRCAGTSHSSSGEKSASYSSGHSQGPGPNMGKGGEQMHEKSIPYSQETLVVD
* hit, by the source's call; · = not tested or not shown; & = joins results of further samples.

mol,Jurkat NFkB inh,UBC13 polyUb,CCR6 antag,697 NFkB inh,Gli-Sufu block,CXCR6 inh,EBI2 antag,APJ antag
COc1cccc(C(=O)Nc2ccc(NC(=O)Cc3ccccc3)cc2)c1,7,9,11,0,-7,-3,66*,10
Cc1ccc(NC(=O)C2CCCN2S(=O)(=O)c2ccc(F)cc2)c(C)c1 (stereo not drawn),7,3,9,6,-3,6,-1,-1
NC(=O)C1CCN(C(=O)C2CCN(S(=O)(=O)c3ccccc3)CC2)CC1,11,10,-9,6,-7,2,-2,-2
N#C/C(=N\Nc1ccccc1)C(=N)N1CCOCC1,-20,-4,-4,-29,-14,2,-8,12
Cc1ccccc1-c1cc(C(=O)NCC2CC2)n(CC2CC(c3cccnc3)=NO2)n1 (stereo not drawn),12,-6,7,11,31,4,4,-1
Cc1ccc2nc(-c3ccc(Br)cc3)cn2c1,-21,5,-2,-240,21,4,25,2
Cc1ccccc1Nc1nnc(SCC(=O)c2c(N)n(C3CC3)c(=O)[nH]c2=O)s1,13,-28,10,5,-6,-8,2,12
CCCNC(=S)Nc1ccc2nc(-c3ccccn3)c(-c3ccccn3)nc2c1,-9,-31,-3,-28,-27,-10,19,-10
Cc1sc(NC(=O)c2ccccc2)c(C(c2ccc(Cl)cc2)N2CCN(CCO)CC2)c1C (stereo not drawn),8,31,10,11,13,-7,16,12
O=C(CN1CCN(Cc2ccccc2F)C1=O)NCCc1ccc(Cl)cc1,6,-4,16,20,6,-1,6,-2
O=C(Nc1ccc(Oc2ccsc2C(=O)O)cc1)c1ccccc1,20,-3,6,-1,11,0,-8,13
O=C(CN(C(=O)CCC(=O)Nc1ccccn1)c1cccc(F)c1)NCc1ccc2c(c1)OCO2,-5,8,7,9,3,-2,-6,20
COC(=O)C(CC(C)C)NC(=O)CNC(=O)c1ccccc1C (stereo not drawn),14,6,-3,-3,-7,-1,-9,-4
CCN(Cc1ccncc1)C(=O)c1cc(COc2ccc(C)c(C)c2)on1,4,5,4,13,10,1,2,15
COc1ccc(NC(=O)CSc2c3c(nc4ccccc24)CCCC3)c(OC)c1,7,15,28,3,-2,8,2,3
COc1ccc(OC)c(/C=N/NC(=O)c2ccncc2)c1,3,0,-1,10,22,4,-9,4
COc1ccc(NC(=O)/C(=C/c2cccs2)NC(=O)c2ccco2)cc1,14,-10,-2,16,3,-7,0,0
CC(C)C(OC(=O)c1ccco1)C(=O)NCc1ccco1 (stereo not drawn),-3,5,3,9,5,-4,-7,-17
O=C(Nc1cccc(S(=O)(=O)N2CCCCCC2)c1)C1=COCCO1,9,2,13,10,1,5,-1,1
FC(F)(F)c1cc(-c2ccccc2)nc(-n2cc(Cl)cn2)n1,-8,7,9,3,-1,-11,-25,9
NC(=O)CSc1nnnn1-c1ccccc1Cl,6,6,-6,-1,1,2,0,3
COc1ccccc1NCC(=O)n1nc(C)cc1C,-24,-9,3,-8,51,2,-8,-9
Cc1ccc(C(=O)Nc2ccccc2)cc1S(=O)(=O)N1CCN(C)CC1,-5,12,7,7,-6,-8,2,6
Cn1cc(SCC(=O)O)c2ccccc21,7,2,12,2,1,-2,-14,-13
O=[N+]([O-])c1ccc(CN2CCN(c3ccc(F)cc3)CC2)o1,4,-13,9,-5,-3,6,3,9

Carrying on:
mol,Jurkat NFkB inh,UBC13 polyUb,CCR6 antag,697 NFkB inh,Gli-Sufu block,CXCR6 inh,EBI2 antag,APJ antag
Cc1ccc2nc(Cl)c(C3CC(c4cccs4)=NN3C(=O)CCC(=O)O)cc2c1 (stereo not drawn),-28,-4,12,-31,3,2,0,2
COc1ccc(C(=O)c2cn[nH]c2-c2ccc(C)cc2O)cc1,13,10,-5,5,-13,-10,10,9
CCCCn1c(=O)c(CCC(=O)OCC(=O)NCc2ccc(OC)c(OC)c2)nc2ccccc21,5,2,-1,16,16,5,-14,19
Cc1ccc(NC(=O)CN2C(=O)C(=O)N(C3CCCC3)C2=O)c(Cl)c1,9,0,12,22,2,-8,-7,1
COC(=O)c1cc(Oc2ccc(S(=O)(=O)N3CCOCC3)cc2[N+](=O)[O-])cc(C(=O)OC)c1,11,-13,6,2,·,1,1,-2
O=C1CN(S(=O)(=O)c2ccc(F)cc2)c2ccccc2N1,6,3,-3,3,27,-2,17,-13
O=C(NN=C1CCCCCCCCCCC1)c1ccccc1F,12,7,23,0,0,-8,-10,5
C[C@H](CO)N1C[C@H](C)[C@@H](CN(C)S(=O)(=O)c2cccs2)Oc2ccc(NC(=O)Cn3cnnn3)cc2C1=O,9,12,-2,20,-7,0,-7,-1
NS(=O)(=O)c1ccc(CCNC(=O)c2cc(-c3ccccn3)nc3ccc(Br)cc23)cc1,-7,-25,4,17,3,16,1,5
C/C(N)=C(/C#N)C(=O)CSc1nnc(Nc2cccc(C)c2C)s1,-47,-6,8&-14,-17,-52&-24,4&-9,-2&12,-18
CCn1c2ccccc2c2cc(NC(=O)CNCC3CCCO3)ccc21 (stereo not drawn),-11,14,-1,32,8,-1,13,1
CCC(C)NC(=O)C(NS(=O)(=O)c1cccc2nsnc12)c1ccccc1 (stereo not drawn),3,4,-3,0,18,-4,-5,5
COc1ccc(NC(=O)c2ccc(NC(=O)C3CC3)cc2)cc1,-6,1,3,-38,-3,1,37,-13
O=C(CSc1nnc(COc2ccc(Cl)cc2)o1)N1CCN(c2ccccc2)CC1,11,5,-1,-7,2,3,38,13
COC(=O)CSc1ncnc2c1cnn2-c1ccc(C)cc1C,-4,4,5,20,-12,-3,1,-39
CCN(CC)S(=O)(=O)c1ccc(N2CCOCC2)c(NS(=O)(=O)c2cccs2)c1,5,-5,-1,-5,6,-5,-5,-1
CC(C)(C)C(=O)Nc1nnc(SCC(=O)NCc2cccs2)s1,-1,3,8,24,5,1,5,1
CCn1cnc2scc(-c3ccc(C)c(C)c3)c2c1=O,-8,4,14,5,-4,-5,-10,9
COC(=O)c1c(N2C(=O)Nc3ccccc3N2O)sc2c1CCCC2,25,-2,-7,-74,-1,-3,5,4
O=C(COC(=O)COc1ccc(Cl)cc1)NC1CCCCCC1,1,-3,7,5,-2,2,-2,18
COc1cccc(NC(=S)N(Cc2ccc(Cl)cc2)Cc2ccc(C(=O)O)cc2)c1,1,-19,-14,11,0,2,-14,0
CC(C)CCNC(=O)C1CCC(=O)N1CCc1ccccc1 (stereo not drawn),1,0,6,10,3,6,-2,14
COc1ccc(C2=NN3C(C2)c2ccccc2OC3c2cccs2)cc1 (stereo not drawn),-94,-2,4,-121,-13,5,10,-18
CC(C)(C)NC(=O)/C(=C\c1cccnc1)NC(=O)c1ccco1,14,1,-11,13,15,9,2,2
CCOC(=O)Cc1nnc(NC(=O)c2cccc(OCC)c2)s1,-11,-10,-17,-15,-1,4,-3,-32

(continued)
mol,Jurkat NFkB inh,UBC13 polyUb,CCR6 antag,697 NFkB inh,Gli-Sufu block,CXCR6 inh,EBI2 antag,APJ antag
O=C(COc1ccccc1Cl)NCC(c1cccs1)N1CCOCC1 (stereo not drawn),15,0,16,-9,2,0,4,-55
CCOc1ccccc1NC(=O)N1CCC(C(=O)c2ccc(F)cc2)CC1,11,9,0,-10,-28,6,5,10
Cc1ccc2nc(N(CCCN(C)C)C(=O)c3ccc(Br)s3)sc2c1,-12,21,25,18,24,-2,-9,7
O=c1ccc(-c2ccccc2)nn1Cc1ccccc1,·,·,11,·,-41,-10,-8,·
O=C(O)C1CSC(CCc2ccccc2)N1 (stereo not drawn),-6,-4,8,-4,-6,0,-21,1
O=C(NOC(=O)c1ccccc1F)c1ccc(OC(F)F)cc1,9,-3,-9,1,-9,-27,-15,-18
CC(OC(=O)Cn1cnc2c1c(=O)n(C)c(=O)n2C)C(=O)Nc1ccc(Cl)cc1 (stereo not drawn),-14,-6,4,-24,-9,-2,1,19
NC1=NC(=O)C(Cc2ccccc2)S1 (stereo not drawn),2,1,0,11,6,6,-4,9
CCN1C(=O)CC(SC2CC(=O)N(CC)C2=O)C1=O (stereo not drawn),·,·,35,·,3,4,-3,·
CC(C)COc1ccc(C(=O)Nc2ncn[nH]2)cc1,-23,-9,12,-18,-9,5,2,-7
CCN(CC(=O)Nc1ccc(NC(C)=O)cc1)C(=O)CSc1ncnc2sc(C)c(C)c12,-6,-1,1,4,0,-2,1,-56
O=C(NC1CC1)C1=C[C@@H](c2csc3ccccc23)C[C@@H](OCc2ccc(CO)cc2)O1,-1,0,17,15,8,-15,5,12
O=C(CS(=O)(=O)c1ccc(Cl)cc1)NCc1ccccc1,7,10,8,3,-15,-2,4,8
COc1ccc(NC(=O)CN(C)C(=O)c2cc3c(s2)CCC(C)C3)cc1 (stereo not drawn),10,2,8,8,2,9,6,9
S=C(c1ccc(N2CCCC2)cc1)N1CCCCC1,5,-5,10,-13,-3,-8,2,5
Cc1cc(C)cc(C(=O)Nc2nc3ccccc3[nH]2)c1,-87,3,11,-75,17,-12,-8,-13
Cc1ccccc1C(C(=O)NCc1ccco1)N(CC1CCCO1)C(=O)Cn1nnc2ccccc21 (stereo not drawn),-11,0,13,2,2,0,-6,6
O=C(Cc1ccccc1[N+](=O)[O-])Nc1nccs1,-11,1,4,-4,-3,-2,-5,5
O=C(CN1CCOCC1)Nc1ccc(S(=O)(=O)NC2CCCCC2)cc1,9,-6,8,-8,7,-11,6,7
O=C(Nc1ccc(OC(F)(F)F)cc1)Oc1ccccc1N1CCCCC1,-4,-5,-22,-30,0,-6,1,4
COc1ccc(CNC(=O)c2ccc(-c3ccccc3)cc2)cc1OC,13,-1,4,11,-3,2,15,12
CC(C)Oc1ccc(C(=O)NNC(=O)c2ccccc2C(=O)O)cc1,-10,10,7,-5,-9,2,3,-22
O=C(N/N=C/c1ccc(N2CCOCC2)cc1)C1COc2ccccc2O1 (stereo not drawn),0,4,-8,22,-4,7,5,3
COc1ccc(N2CC(C(=O)NCc3nnnn3-c3ccc(C)c(C)c3)CC2=O)cc1 (stereo not drawn),12,9,6,-6,51,-4,-4,0
CC(C)Nc1ncnc2c1cnn2-c1ccccc1,-146,7,-2,-166,-86,-4,3,-50

(list continues)
mol,Jurkat NFkB inh,UBC13 polyUb,CCR6 antag,697 NFkB inh,Gli-Sufu block,CXCR6 inh,EBI2 antag,APJ antag
Cn1cc([N+](=O)[O-])c(C(=O)Nc2ccc(C3CCCCC3)cc2)n1,-62,2,-14,-55,-52,3,10,5
CCN(CC)CCNC(=O)C1(O)c2cc(Br)ccc2NC(=O)N1c1ccccc1 (stereo not drawn),9,9,9,9,4,8,7,12
Cc1ccc(N(Cc2cc3ccc(C)cc3[nH]c2=O)S(=O)(=O)c2ccccc2)c(C)c1,-36,3,15,-41,2,6,-7,2
O=C(c1ccccc1)C1CCN(C(=O)c2ccco2)CC1,-1,-4,-5,-34,-4,0,-15,3
CCC/S(C)=N/S(=O)(=O)c1ccc(C)cc1 (stereo not drawn),1,-8,-19,2,-3,-4,-1,2
COC(=O)c1ccccc1NC(=O)COC(=O)Cc1ccc(S(=O)(=O)N2CCOCC2)s1,·,·,9,·,-3,1,10,·
COc1ccc(C=C2C(=O)OC(C)(C)OC2=O)cc1OC,-35,-10,-5,-39,41,12,-3,-3

Full records, quoted from the list. Order of screens: Jurkat NFkB inh	UBC13 polyUb	CCR6 antag	697 NFkB inh	Gli-Sufu block	CXCR6 inh	EBI2 antag	APJ antag
Shown for COC(=O)c1ccccc1NC(=O)COC(=O)Cc1ccc(S(=O)(=O)N2CCOCC2)s1 : ·	·	9	·	-3	1	10	·
Shown for O=C(c1ccccc1)C1CCN(C(=O)c2ccco2)CC1 : -1	-4	-5	-34	-4	0	-15	3

Bioassay records as filed in PubChem.

Rows were taken by chance; 3% or so of the library scored in one or more.
